# Bioassay records (PubChem BioAssay)
# EBNA-1 inhibitor: blocks EBNA-1 binding to DNA; EBNA-1 DNA binding, fluorescence polarization; inhibition, % at 14.8 µM; 300,000 compounds, 0.34% hits; AID 1950; in the data active means inhibition above about 28%
# PAFAH2 FP inh: inhibitors of human PAFAH2; Q99487; recombinant PAFAH2, FP-rhodamine activity probe, fluorescence polarization; inhibition, % at 3.39 µM; 340,000 compounds, 0.99% hits; AID 492956;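 active means inhibition above the mean over all tested compounds plus 3 SD, cut at about 30% in these data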;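 further: inhibitors block probe labeling of enzyme so polarization drops; 0% = enzyme with DMSO and 100% = wells lacking PAFAH2 protein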
# PAFAH1B3 FP inh: blocks human PAF acetylhydrolase 1B catalytic subunit 3. Q15102. recombinant PAFAH1B3, FP-rhodamine probe, fluorescence polarization. inhibition, % at 3.39 µM. 340,000 compounds, 0.28% hits;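 active means inhibition above the screen-wide average of all tested compounds plus 3 SD, cut at about 25% in these data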;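 further: 0% = enzyme with DMSO only and 100% = wells lacking PAFAH1B3 protein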
# Target sequence (Q15102 whole entry, looked up): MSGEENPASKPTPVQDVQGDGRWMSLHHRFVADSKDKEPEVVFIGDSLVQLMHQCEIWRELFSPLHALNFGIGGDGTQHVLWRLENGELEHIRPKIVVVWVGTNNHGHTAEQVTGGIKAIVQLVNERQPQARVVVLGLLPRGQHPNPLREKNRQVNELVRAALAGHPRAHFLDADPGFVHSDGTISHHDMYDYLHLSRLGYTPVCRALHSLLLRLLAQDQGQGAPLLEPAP
# PAD4 inh: blocks human protein arginine deiminase 4 | Q9UM07 | recombinant PAD4, RCA probe fluorescence polarization | inhibition, % at 6.36 µM | 330,000 compounds, 0.41% hits;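 active means percent inhibition above a cutoff equal to the mean of all tested compounds plus 3 SD, cut at about 15% in these data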;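 further: 0% = PAD4 with RCA probe and DMSO and 100% = probe without PAD4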
# LYPLA1 counter: counter-screen for PME1 inhibitors: inhibitors of human LYPLA1; O75608; recombinant LYPLA1, FP-Rh probe fluorescence polarization; inhibition, % at 5.9 µM; 320,000 compounds, 0.16% hits;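 active means inhibition above the mean of all tested compounds plus 3 SD, set per campaign, cut at about 14% in these data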;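 further: inhibitors block serine hydrolase probe labeling of LYPLA1 so polarization falls; 0% = enzyme with DMSO and 100% = wells lacking LYPLA1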
# ZTA counter: blocks Epstein-Barr virus ZTA, an EBNA-1 counter-screen; P03206; ZTA-DNA binding, fluorescence polarization; inhibition, % at 11 µM; 320,000 compounds, 0.15% hits; in the data active means inhibition above about 33%
# Target sequence (P03206 whole entry, looked up): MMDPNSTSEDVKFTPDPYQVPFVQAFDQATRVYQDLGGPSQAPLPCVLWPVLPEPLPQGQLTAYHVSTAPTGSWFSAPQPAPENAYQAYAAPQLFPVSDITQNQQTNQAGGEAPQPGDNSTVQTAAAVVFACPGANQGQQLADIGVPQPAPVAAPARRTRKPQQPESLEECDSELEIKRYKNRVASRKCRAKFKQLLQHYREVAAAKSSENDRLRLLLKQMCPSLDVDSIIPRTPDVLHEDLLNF
# GSTO1 inh: GSTO1 inhibition, counter-screen for RBBP9 inhibitors; recombinant GSTO1, activity-based probe fluorescence polarization; inhibition, % at 5.96 µM; 300,000 compounds, 1.1% hits; P78417;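 active means inhibition above the campaign mean inhibition plus 3 SD, cut at about 35% in these data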;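 further: 0% = GSTO1-1 with DMSO and 100% = wells lacking GSTO1-1 enzyme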
# Target sequence (P78417 whole entry, looked up): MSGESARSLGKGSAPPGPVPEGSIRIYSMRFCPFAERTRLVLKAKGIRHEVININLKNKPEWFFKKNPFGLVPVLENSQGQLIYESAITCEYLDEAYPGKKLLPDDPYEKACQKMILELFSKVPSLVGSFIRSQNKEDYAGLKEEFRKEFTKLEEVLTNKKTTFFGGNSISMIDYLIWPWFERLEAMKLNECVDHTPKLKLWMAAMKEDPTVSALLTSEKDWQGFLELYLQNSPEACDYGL
# PREPL inh: inhibits the human prolyl oligopeptidase-like enzyme | Q4J6C6 | 320,000 compounds, 0.68% hits | inhibition, % at 5.96 µM | recombinant PREPL, fluorescence polarization activity-based probe; in the data active means inhibition above about 43%;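 further: 0% = enzyme with DMSO and 100% = wells lacking enzyme; many of its hits are not listed in these tables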
# LYPLA2 inh: LYPLA2 (human) inhibition in PME1 counter-screen | recombinant LYPLA2, FP-Rh probe fluorescence polarization | inhibition, % at 5.9 µM | O95372 | 320,000 compounds, 0.38% hits | AID 2177;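 active means inhibition above the screen-wide mean plus 3 SD, limit set per campaign, cut at about 26% in these data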;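 further: 0% = LYPLA2 with DMSO and 100% = wells lacking LYPLA2 enzyme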
# Target sequence (O95372 whole entry, looked up): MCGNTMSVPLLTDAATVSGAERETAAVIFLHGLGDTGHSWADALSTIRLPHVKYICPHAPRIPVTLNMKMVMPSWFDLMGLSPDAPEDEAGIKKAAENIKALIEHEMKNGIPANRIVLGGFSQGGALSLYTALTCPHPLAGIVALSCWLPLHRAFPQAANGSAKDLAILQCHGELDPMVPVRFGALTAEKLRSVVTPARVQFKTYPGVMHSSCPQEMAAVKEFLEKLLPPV
# The depositor's hits bear a star; / = not tested or not shown. Only part of the results is shown; count on the stated rates, not on these rows.
canonical_smiles,EBNA-1 inhibitor,PAFAH2 FP inh,PAFAH1B3 FP inh,PAD4 inh,LYPLA1 counter,ZTA counter,GSTO1 inh,PREPL inh,LYPLA2 inh
O=C(O)c1c2c(nc3ccc(S(=O)(=O)N4CCC(C(=O)NCc5ccccc5Cl)CC4)cc13)CCCC2,2,3,-2,-1,0,8,-4,7,-5
C=CCNC(=O)Nc1ccc(F)c(Cl)c1,5,-6,2,-3,-1,1,-4,1,-2
Cc1ccc(C2=CC(c3ccc(C)cc3)n3ncnc3N2)cc1 (configuration not stated),-8,-1,3,3,-3,-10,14,0,-5
O=C(Cc1cccc2ccccc12)NC(=S)Nc1cccc(C(=O)O)c1,11,1,5,-4,1,-5,4,-23,4
COc1cccc(CNC(=O)Cn2c(=O)n(CCC(=O)N3CCCCC3)c(=O)c3sccc32)c1,2,10,8,2,3,-7,3,4,7
O=S1(=O)CCC(N2CCOCC2)C1 (configuration not stated),-1,3,1,0,3,0,1,-4,-1
S=C(NCCc1ccccc1)NC1CCC(NC(=S)NCCc2ccccc2)CC1 (configuration not stated),-1,1,4,0,-1,-11,5,6,3
CCOC(=O)c1cc2n(c1N)-c1ccccc1C2=O,5,-6,15,-12,-2,-5,24,-4,0
C=CCOc1ccc(CNc2ccc(NC(=O)CC(C)C)cc2)cc1OC,-8,-2,3,2,-3,6,0,-1,-1
COc1cc(C(=O)N2CCC(N3CCCCCC3)CC2)cc(OC)c1OC,-2,-10,8,-1,2,4,-6,-6,1
CCCCC(=O)NNC(=S)NC(=O)C(c1ccccc1)c1ccccc1,1,3,9,-3,0,18,-1,-8,-1
NNC(=O)CNC(c1ccccc1)c1cc(Br)ccc1N (configuration not stated),-3,2,8,4,-3,6,5,14,-6
CCOc1ccc(S(=O)(=O)NC(=O)c2ccccc2)cc1,-2,0,-2,5,-2,-2,32,-8,4
CC(C)CC1NC(=O)N(CC(=O)NC2CCCc3ccccc32)C1=O (configuration not stated),-3,4,1,0,-4,18,7,5,-3
O=[N+]([O-])c1ccccc1S(=O)(=O)N1CCN(C2CCN(Cc3ccccc3)CC2)CC1,0,-2,4,-7,0,8,-2,5,0
Cc1cc(C)nc(Nc2ccccc2F)n1,-16,1,3,3,-6,-2,-3,14,-6
CCOC(=O)C1CCN(C2CCN(C(=O)c3oc4c(C)c(C)ccc4c3C)CC2)CC1,-6,-1,-1,-10,0,-5,2,5,4
CCC(=O)NCCCOc1ccccc1,3,2,0,-1,5,7,5,-3,0
Cn1c(C(=O)N2CCN(Cc3ccccc3)CC2)cc2c(=O)n(C)c3ccccc3c21,7,4,-2,0,1,3,1,0,4
c1ccc2c(c1)COC(CNC1CCCCC1)OC2,10,-2,3,-1,2,8,-2,3,0
Cc1nc(CS(=O)(=O)c2ccccn2)sc1C(=O)NNC(=O)c1ccc(Cl)cc1,6,1,3,5,5,-14,11,19,8
CCOc1ccc(NC(=O)COC(=O)Cn2cnc3ccccc32)cc1,/,-5,4,-6,/,/,/,9,/
CCCS(=O)(=O)C(=C1NCCO1)S(=O)(=O)CCC,3,7,7,-1,2,9,4,-2,3
COc1ccc(NC(=O)c2cccc(N3C(=O)C4C5C=CC(C5)C4C3=O)c2)c(OC)c1 (configuration not stated),7,-5,7,-1,-1,1,5,24,10
O=C(O)C(Cc1ccccc1)N1CCS(=O)(=O)CC1 (configuration not stated),-7,1,11,2,4,2,-4,-4,8
Cc1cc(C)nc(NS(=O)(=O)c2ccc(NC(=O)c3nn(-c4ccccc4)ccc3=O)cc2)n1,9,-1,7,2,4,2,6,4,8
O=C(CCc1nnc(C2CCCCC2)o1)N1CCC(Oc2cccnc2)CC1,-9,-2,8,-4,1,-28,1,9,11
COc1ccc(-c2nc(N3CCCCCC3)sc2C(=O)c2ccccc2)cc1,-1,-4,-9,-4,0,-1,-3,-1,-4
O=C(N/N=C\C=C\c1ccco1)C1COc2ccccc2O1 (configuration not stated),6,4,-2,2,-4,16,12,7,0
COc1c(Cl)cc(-c2noc(C)c2C(=O)NCc2ccccc2)cc1Cl,12,4,2,-4,-2,4,2,-13,-3
Cc1ccc(NC(=O)CN2C(=O)N/C(=C/c3ccc4c(c3)OCCO4)C2=O)cc1,-4,-7,-7,-5,-1,6,-6,-4,-1
CCN(CC)S(=O)(=O)c1ccc(C)c(NC(=S)N2CCN(c3ccccn3)CC2)c1,6,3,0,-2,5,-2,2,3,-2
O=C(NCCCN1CCOCC1)C1CC(=O)N(C2CCCCC2)C1 (configuration not stated),6,3,7,-3,3,0,-5,3,3
Cc1cc(C)nc(SCC(=O)NC2CCCC2)n1,12,-3,0,-3,-1,-11,27,5,-3
Cc1cc(C(F)(F)Cl)n2ncc(-c3ccccn3)c2n1,4,-1,2,3,1,1,-5,-4,0
Cc1ccc(Cl)cc1NC(=O)c1cc(NC(=O)CCCC(=O)O)ccc1N1CCCCC1,-2,3,-9,8,4,5,-4,3,-1
CCN(Cc1nc2ccccc2c(=O)[nH]1)Cc1nc2cc(OC)c(OC)cc2c(=O)[nH]1,10,-2,-1,-2,-2,-4,1,-1,0
CC(=O)NC1=NN(C(C)=O)C(C)(CS(=O)(=O)c2ccc3ccccc3c2)S1 (configuration not stated),-2,-1,2,-6,5,-3,11,-2,12
COc1cc(CNc2nnnn2C)cc(OC)c1OC,-6,-1,7,4,2,-35,0,3,2
O=C(Cc1ccc(Cl)cc1)NC1CC1,-11,2,1,-2,-1,11,-11,-4,2
O=C(NCc1cccs1)C(=O)NCC1OCCCN1S(=O)(=O)c1ccccc1 (configuration not stated),-5,5,5,-5,-3,-2,4,-8,-4
CCOc1ccc(Br)cc1CN(CC)CC,1,0,2,4,2,1,-1,10,5
O=C(NCC1CCCO1)c1ccc(NC(=O)c2ccc([N+](=O)[O-])cc2)cc1 (configuration not stated),-18,-1,6,0,-2,1,2,6,0
O=[N+]([O-])c1cc(S(=O)(=O)NC2=NCCCCC2)ccc1Cl,-3,-5,6,1,-2,-8,16,0,-3
COc1cc(-c2nc(=S)[nH][nH]2)cc(OC)c1OC,-2,9,9,5,4,-9,1,4,7
Cc1ccc(NCC(=O)NNC2=NCCC2)c(C)c1,-3,2,6,-1,-2,-4,1,-5,-5
Cc1ccc(NCc2nc3ccccc3n2C)cc1,0,5,2,3,0,8,3,3,-2
CC(=O)Nc1ccc(NC(=O)CSC2=NS(=O)(=O)c3cc(Cl)ccc3N2)cc1,8,-4,2,0,0,-7,-10,0,7
COc1ccc(/C=C/c2nnc(NC(=O)CSc3ccc(Cl)cc3)s2)cc1,-8,-6,-7,-2,-2,-12,-5,0,1
CCN1C=CC(=C2C(=O)c3ccccc3C2=O)C=C1,-1,-1,5,1,3,-8,-4,-5,5
COC(=O)c1sccc1NC(=O)CC1C(=O)NCCN1C(=O)Nc1ccc(C(F)(F)F)cc1 (configuration not stated),-2,16,4,-2,-5,2,-3,-5,-1
Cc1ccn2cc(CNC(=O)c3cccs3)nc2c1,4,-1,-2,-4,-4,7,5,8,-7
O=C(CSc1ncc(-c2ccccc2)n1-c1ccccc1)NCc1ccco1,-3,3,9,-2,2,5,-1,25,2
CCC(CC)C(=O)Nc1ccc([N+](=O)[O-])cn1,-12,-2,1,-4,-1,9,1,-4,-7
CCc1nn(CCCC(=O)N2CCC(C)CC2)c(=O)c2cc3occc3n12,-3,1,6,2,0,1,1,5,-1
CCc1ccccc1N1CC(C(=O)O)CC1=O (configuration not stated),-11,9,5,-2,3,-1,-2,-10,6
CCOC(=O)C1CCN(C(=O)c2ccc3c(c2)C(=O)N(c2ccccc2C)C3=O)CC1,-1,4,2,-1,-2,-2,-3,-3,6
COc1ccc(C(=O)CC(=O)C(=O)Nc2cc(C)ccc2C)cc1,5,-3,10,2,0,7,6,-3,0
Cn1c(SCC(=O)c2ccc(F)cc2)nc2cccnc21,-11,1,4,3,-2,-4,6,-1,1
CC(CNC(=O)CCS(=O)(=O)c1ccc2c(c1)oc(=O)n2C)c1ccccc1 (configuration not stated),-2,-2,3,2,3,-10,4,-3,8

# (next part)
canonical_smiles,EBNA-1 inhibitor,PAFAH2 FP inh,PAFAH1B3 FP inh,PAD4 inh,LYPLA1 counter,ZTA counter,GSTO1 inh,PREPL inh,LYPLA2 inh
S=c1[nH]nc(COc2ccccc2)n1/N=C/c1cccc(Br)c1,-3,13,7,5,-5,15,0,2,-7
C=CCNc1nc(-c2ccc([N+](=O)[O-])cc2)cs1,4,-2,5,-1,-2,5,4,15,2
O=c1cc(-c2ccccc2)oc2cc(O)cc(O)c12,-1,-3,11,1,-1,-17,1,-50,1
Cc1cccn2c(=O)c3cc(C#N)c(=O)n(-c4c(C)n(C)n(-c5ccccc5)c4=O)c3nc12,6,0,13,2,-2,-8,-3,8,7
N#CC1=C(c2ccccc2)/C(=C/c2ccccc2)OC1=O,5,18,18,-1,8,24,3,0,4
C[C@H]1COC(=O)[C@H](Cc2ccc(F)cc2)C/C=C\C[C@H](CC(=O)N(CCO)Cc2ccccc2)C(=O)N1,/,11,10,1,/,/,/,12,/
COc1ccc(C2=NOC(C(=O)NC3CCCCC3)C2)cc1OC (configuration not stated),9,3,9,2,1,12,-2,1,-1
Cc1ccc(NC(=O)CNC(=O)c2ccc(C)o2)cc1,-8,-1,2,6,-4,0,-4,10,-5
O=C1C(=O)N(CCN2CCOCC2)C(c2cccc(Cl)c2)/C1=C(\O)c1ccc2c(c1)OCCO2 (configuration not stated),2,3,2,-5,1,-6,2,4,1
CCOC(=O)c1nn(-c2ccc(F)cc2)c(=O)cc1OCC(=O)Nc1ccc(OCC)cc1,7,1,6,1,1,13,18,-6,-5
C(=C\CSc1ncn[nH]1)/CSc1ncn[nH]1,5,-1,-5,-1,4,1,6,1,5
CCC(=O)N1c2ccc(S(=O)(=O)CCC(=O)NCc3cccs3)cc2CC1C (configuration not stated),-10,-2,6,2,-1,-10,8,2,-1
COc1cccc(-c2nn(-c3ccccc3)cc2CN(C)Cc2ccno2)c1,-10,6,-4,-1,0,-14,-5,-2,0
Cc1ccnc(NC(=O)Cn2c(=O)oc3cc(S(=O)(=O)N4CCCC4)ccc32)c1,4,-3,7,1,2,16,-6,-6,1
CC(CNC(=O)c1ccc(-c2ccccc2)cc1)CN(C)C (configuration not stated),8,6,9,4,-2,14,1,-11,1
COc1ccc(CN(C(=O)c2ccccc2OC)C2CCS(=O)(=O)C2)cc1 (configuration not stated),-4,7,1,-3,-2,0,2,14,2
CC(NC(=O)CC12CC3CC(CC(C3)C1)C2)C(=O)O (configuration not stated),3,-2,1,-1,3,-3,0,2,-1
COc1ccc(NC(=O)CCSCCC(=O)Nc2ccc(OC)cc2OC)c(OC)c1,0,3,-5,-1,1,-1,0,14,-4
Cn1nc(C(F)(F)F)c2cc(C(=O)Nc3ccc(Cl)cc3)sc21,-11,-27,-17,-5,1,1,-9,10,-4
COc1ccc(C)cc1NC(=O)c1ccc2c(c1)OCO2,9,-1,4,-2,1,-2,2,-5,1
CC(C)(Cc1ccccc1)/[N+]([O-])=C\c1ccc(C(F)(F)F)cc1,0,4,1,2,0,-7,4,17,6
